# Assay outcomes as filed in PubChem.
# TR SRC2 fluor cs – Total Fluorescence Counterscreen for Inhibitors of the Interaction of Thyroid Hormone Receptor and Steroid Receptor Coregulator 2. TRb/SRC2 Texas Red total fluorescence interference. Potency, µM (titrated, usually from 106 µM), for the others: top-dose fluorescence change, negative = quenching. hit rate 0.29% among 280,000. AID 1479, 2009; active = well fitted curve in either direction with a large enough effect; inconclusive = small, poorly fitted or top-dose-only effect; also: % is scaled to controls: 0 for no effect and ±100 for the full control effect
#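 Human TRb ligand-binding domain at 0.6 uM with 20 nM Texas Red SRC2 peptide in Tris buffer containing 1 uM T3 and 5% DMSO, incubated with compound 5 h at ambient temperature. Total fluorescence (555/632 nm) calculated as parallel + 2 × perpendicular.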
# Lamin A splicing – qHTS Assay for Modulators of Lamin A Splicing. HeLa LMNA splicing GFP/RFP minigene ratio, 48 h. hit rate 0.01% among 200,000. Potency, µM (series often up to 46.1 µM), for inactives: at the top dose ratio change, negative = inhibition, most hits filed as inhibitors; active = well fitted inhibition curve with a large enough effect in the signal ratio, with a control signal flat, not every such curve was filed as active; inconclusive = small, poorly fitted or top-dose-only effect, or effect the other way, or a change in a side signal; the % refers to the signal ratio; also: % is scaled to controls: 0 for no effect and ±100 for the full control effect
#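 S3 HeLa stable clones carrying a lamin A-EGFP splicing minigene plus DsRed2 were seeded at 600 cells/well in Opti-MEM with 2% FBS, pin-dosed and incubated 48 h at 37°C. Acumen cytometry (488 nm) gave the GFP/RFP total-intensity ratio.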
# KDM4E inh – qHTS Assay for Inhibitors of Human Jumonji Domain Containing 2E (JMJD2E); Lysine-specific demethylase 4E (Homo sapiens), B2RXH2; JMJD2E catalytic domain, FDH-coupled NADH fluorescence (FDH is formaldehyde dehydrogenase); Potency, µM (top dose mostly 57.1 µM), without a hit: at the top dose activity change, negative = inhibition, actives largely listed as inhibitors; hit rate 1.6% among 230,000; active = well fitted inhibition curve with a large enough effect, not every such curve was filed as active; inconclusive = small, poorly fitted or top-dose-only effect, or another doubt; inactive = no such curve, though single readings can be large or run the other way;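 also: 0% = wells with enzyme and -100% = buffer wells without enzyme; nearly all actives have a fitted effect of over 50% in size; many of its hits are not listed in these tables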
# RECQ1 inh – qHTS Assay for Inhibitors of RecQ-Like Dna Helicase 1 (RECQ1). hit rate 0.54% among 240,000. RECQ1 DNA unwinding, red fluorescence kinetic read. ATP-dependent DNA helicase Q1 (Homo sapiens), P46063. Potency, µM (top dose mostly 57.3 µM), inactives show at the top dose activity, negative = inhibition, usual class: inhibitors;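 also: plate controls were vehicle for no effect and no enzyme for full effect; nearly all actives have a fitted effect of over 30% in size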
#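 RECQ1T1 50 nM; forked duplex (20 bp + 30-nt ss tails) 200 nM, ATP 2 mM final; pH 8.0, 2 mM MgCl2, 2.5 ug/ml poly(dI-dC); 15 min compound preincubation; discontinuous kinetic read over 2 h at RT.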
# TRb-SRC2 inh – qHTS for Inhibitors of the Interaction of Thyroid Hormone Receptor and Steroid Receptor Coregulator 2. AID 1469, 2008. Potency, µM (doses to about 106 µM), inactives show at the highest dose activity change, negative = inhibition, most hits filed as inhibitors. TRbeta-SRC2 peptide binding, fluorescence polarization; receptor liganded with 1 µM T3. hit rate 0.065% among 280,000;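 also: plate controls were bound peptide for no effect and peptide without receptor for full effect; nearly all actives have a fitted effect of over 50% in size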
# Target sequence (P10828 whole entry, looked up): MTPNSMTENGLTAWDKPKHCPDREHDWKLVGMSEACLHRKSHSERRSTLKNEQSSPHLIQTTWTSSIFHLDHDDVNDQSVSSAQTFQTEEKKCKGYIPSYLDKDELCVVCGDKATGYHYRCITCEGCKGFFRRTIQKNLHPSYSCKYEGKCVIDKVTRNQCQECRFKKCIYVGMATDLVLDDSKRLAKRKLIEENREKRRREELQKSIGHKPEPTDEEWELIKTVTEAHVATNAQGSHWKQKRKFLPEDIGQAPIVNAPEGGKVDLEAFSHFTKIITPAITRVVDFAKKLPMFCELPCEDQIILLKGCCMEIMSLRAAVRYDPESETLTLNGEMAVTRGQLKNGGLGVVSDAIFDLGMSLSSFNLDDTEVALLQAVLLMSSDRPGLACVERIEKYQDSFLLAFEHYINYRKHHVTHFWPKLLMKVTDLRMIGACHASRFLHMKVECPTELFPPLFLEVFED
#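 Compounds were added to 0.6 uM TRb ligand-binding domain and 20 nM Texas Red-labeled SRC2 peptide in Tris buffer containing 1 uM T3, incubated 5 hr at ambient temperature, then read by fluorescence polarization.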
# ALDH1A1 block – qHTS Assay for Inhibitors of Aldehyde Dehydrogenase 1 (ALDH1A1). Aldehyde dehydrogenase 1A1 (Homo sapiens), P00352. Purified ALDH1A1, NADH fluorescence, propionaldehyde substrate. Potency, µM (top dose mostly 75.3 µM), for inactives: top-dose activity, negative = inhibition, usual class: inhibitors. hit rate 7.3% among 220,000. AID 1030, 2008; active = well fitted inhibition curve with a large enough effect, not every such curve was filed as active; inconclusive = small, poorly fitted or top-dose-only effect, or another doubt; inactive = no such curve, though single readings can be large or run the other way;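 also: plate controls were no enzyme wells and a reference inhibitor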
# Target sequence (P00352 whole entry, looked up): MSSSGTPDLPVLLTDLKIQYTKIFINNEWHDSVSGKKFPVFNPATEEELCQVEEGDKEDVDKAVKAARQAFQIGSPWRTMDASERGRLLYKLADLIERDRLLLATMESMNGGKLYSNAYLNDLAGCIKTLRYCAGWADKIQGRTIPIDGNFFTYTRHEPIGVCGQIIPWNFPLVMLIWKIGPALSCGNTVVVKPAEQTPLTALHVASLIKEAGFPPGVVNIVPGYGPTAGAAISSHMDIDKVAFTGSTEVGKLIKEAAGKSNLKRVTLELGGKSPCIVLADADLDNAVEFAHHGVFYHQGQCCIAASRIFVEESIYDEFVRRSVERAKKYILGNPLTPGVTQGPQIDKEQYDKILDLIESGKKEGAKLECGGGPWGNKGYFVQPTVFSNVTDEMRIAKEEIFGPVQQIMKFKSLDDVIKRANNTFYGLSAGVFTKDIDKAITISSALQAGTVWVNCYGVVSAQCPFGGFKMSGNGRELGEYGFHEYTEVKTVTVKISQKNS
# GoLoco inh red – qHTS Assay for Inhibitors of RGS12 GoLoco Motif Activity (Red Fluorophore) | Guanine nucleotide-binding protein G(i) subunit alpha-1 (Homo sapiens), P63096 | Gai1:RGS12 GoLoco peptide FP, rhodamine, 10 min | Potency, µM (series often up to 61.6 µM), inactives show top-dose activity, negative = inhibition, usual class: inhibitors | hit rate 0.44% among 230,000 | AID 880, 2007; active = well fitted inhibition curve with a large enough effect, not every such curve was filed as active; inactive = no such curve, though single readings can be large or run the other way; also: % is scaled to controls: 0 for no effect and ±100 for the full control effect; nearly all actives have a fitted effect of over 30% in size; many of its hits are not listed in these tables
# SMN2 splice up – qHTS Assay for Enhancers of SMN2 Splice Variant Expression; AID 1458, 2008; hit rate 2.8% among 210,000; HEK293 SMN2-luciferase splicing reporter, luminescence, 30-36 h; Potency, µM (series often up to 46.1 µM), for the others: at the highest dose activity change, positive = activation, hits mostly activators; also: % of control where 0% means no effect; nearly all actives have a fitted effect of over 55% in size
#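 qHTS luciferase splicing reporter: luminescence rises when SMN2 exon 7 is included in transfected HEK293 cells. Compound exposure lasted 30-36 h at 37C, with 4.5 mM final sodium butyrate as control, followed by a ONE-Glo read.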
# Starred values were filed as active, the others as inactive; i = inactive; u = inconclusive; x = no result given; & = joins results of further samples; [ ] = dose if it differs, or a comment. Unless noted, calls follow the shape of the dose curve; as a rule, active = well fitted curve in the direction sought with a large enough effect; inconclusive = small, poorly fitted or top-dose-only effect, or another doubt; inactive = no such curve, though single readings can be large; an effect the other way counts as inactive or inconclusive. Potency is read from the fitted curve at half-maximal effect. This is a subset. The share of hits here may be higher or lower than overall.
SMILES,TR SRC2 fluor cs,Lamin A splicing,KDM4E inh,RECQ1 inh,TRb-SRC2 inh,ALDH1A1 block,GoLoco inh red,SMN2 splice up
Cc1ccc(N2C(=O)CC(N3CCN(C)CC3)C2=O)cc1 (configuration not stated),-9.5%,-6.7%,1.0%,-6.2%,-2.4%,0.5%,-1.9%,-9.4%
CC(C)CCN1C(=O)c2ccc(C(=O)Nc3c[nH]c(=O)[nH]c3=O)cc2C1=O,0.6%,x,1.5%,-6.2%,-3.8%,u,-3.3%,-4.3%
Cc1cc2nc(CCl)cc(=O)n2[nH]1,1.8%,4.3%[46 µM],u,i,-0.7%,-4.1%,5.7%,28.6%
CC1(C)CC(N2CCCC2)=CC(=[N+]2CCCCCC2)C1,0.3%,u,-10.1%,26.2%,-7.2%,u,4.8%,-71.8%[inhibitor]
CCC(C)N(C)C1CCN(C(=S)Nc2cccc(SC)c2)CC1 (configuration not stated),-0.1%,1.5%[46 µM],2.2%,-2.4%,-7.2%,u,-2.6%,-30.2%[inhibitor]
CCOC(=O)C1(CCCc2ccccc2)CCN(Cc2cnc(C)s2)CC1,-1.6%[53 µM],u,-24.4%,12.9%,2.2%[53 µM],u,5.6%,x
CCN1CCN(CC(=O)Nc2cccc(C)c2C)C(=O)C1=O,-0.2%,8.5%,0.2%,-4.9%,9.1%,12.5%,-4.0%,-6.6%
COc1cccc(C2C(C#N)=C(N)Oc3cc(C)n(Cc4ccccn4)c(=O)c32)c1OC (configuration not stated),2.2%,6.7%,4.0%,-9.1%,4.8%,9.8%,7.1%,-3.8%
CC(C)n1c(N2CCN(C(=O)N3CCCCC3)CC2)nc2ccccc21,-6.1%,-6.6%,5.5%,i,-7.9%,0.5%,-10.3%,16.5%
Brc1csc2ncccc12,-2.6%,x,-6.3%,-11.6%,-0.2%,x,-0.1%,x
CC(C)c1[nH]nc2c1C(c1cccnc1)C(C#N)=C(N)O2 (configuration not stated),0.8%,3.0%,-1.9%,i,1.3%,8.91µM*,-6.0%,-9.0%
COc1ccccc1NC(=O)CSc1nc(N)c(C#N)cc1C#N,3.2%,x,-7.8%,i,-0.6%,-0.3%,117.9%[activator],14.0%
c1ccc(Cc2nnc3n2CCCCC3)cc1,-3.9%,4.6%,1.2%,-8.9%,-15.5%,0.2%,9.2%,-3.3%
CCCCN=C1CC(C)(C)CC(=O)/C1=C(/O)CCCN1C(=O)c2ccccc2C1=O,1.2%,x,-5.8%,-0.7%,5.7%,u,0.1%,5.4%
O=C(CSc1nc2ccccc2[nH]1)NCCCn1ccnc1,-2.9%,0.5%,-1.5%,-4.4%,-4.2%,3.0%,5.2%,-4.1%
COc1ccc(-c2nnn(CC(=O)OC3CCCCC3)n2)cc1OC,1.7%,-3.3%,-4.0%,-1.0%,-10.9%,-2.9%,x,x
CN(C)c1cccc(C(=O)Nc2cccc(F)c2)c1,-1.2%,-8.1%,-1.0%,i,9.5%,u,-26.5%,14.1µM*
COc1cccc(CN2CCNC(=O)C2CC(=O)O)c1OC (configuration not stated),-1.9%,-7.4%,-9.0%,0.8%,4.8%,u,1.1%,8.5%
CCOc1[nH]n(-c2ccc(Cl)cc2)c(=O)c1C=Nc1ccc(Cl)cc1,-6.9%,8.9%,8.1%,-0.6%,2.9%,12.1%,5.6%,-15.8%
COc1ccc(C2C(C(=O)Nc3cccc(C)n3)CCC(=O)N2c2ccc(OC)cc2)cc1 (configuration not stated),-2.0%,u,1.0%,-0.4%,-6.5%,u,-4.4%,-16.1%
CCc1c(O)nc(SCC(=O)Nc2ccccc2)n(-c2ccccc2)c1=O,-1.3%,-5.2%,2.2%,-5.2%,-3.0%,-9.4%,x,x
CN1CCN(Cc2ccc(Sc3ccc(Cl)cc3)c([N+](=O)[O-])c2)CC1,-7.6%,x,-9.9%,-4.9%,-10.3%,-5.2%,-18.9%,-37.6%[inhibitor]
CC1CCCCN1Cc1c(O)ccc2c(=O)c(-c3nc4ccccc4s3)coc12 (configuration not stated),-4.7%,x,-28.8%,i,6.6%,u,20.2%,x
O=C(O)Cn1nnnc1SCC(=O)Nc1ccccc1F,-0.4%,-4.7%[46 µM],-0.6%,i,-1.2%,10.6%,-2.8%,x
CCN(CCn1cccn1)Cc1c(C(=O)N2CCCCCCC2)nc2ccc(Cl)cn12,-1.6%,x,6.5%,11.3%,1.6%,3.8%,-20.8%,-7.7%
O=c1c(-c2ccccc2)nc2cncnc2n1C1CC1,x,x,x,13.5%,x,u,-0.5%,-4.2%
CCNC1CCS(=O)(=O)C1 (configuration not stated),0.1%,x,-4.0%,-3.3%,0.7%,x,3.2%,x
CCOc1ncccc1C(=O)OCC(=O)N1CCc2ccccc21,-0.6%,-3.3%[46 µM],5.8%,-2.0%,6.6%,7.94µM*,2.3%,16.9%
COc1ccc(Br)cc1C(=O)Nc1ccc(C(=O)O)cc1,-13.1%,-0.7%[46 µM],5.1%,5.4%,6.4%,-1.1%,15.7%,1.1%
O=C(CSc1nnc(SCc2cccc3ccccc23)s1)Nc1ccc(C(=O)O)cc1,-1.5%,0.2%[46 µM],16.7%,i,-10.3%,-13.5%,4.8%,18.1%
Cc1c(C(=N)C(C#N)C#N)c(=N)oc2c1ccc1ccccc12,3.4%,x,u,i,-5.6%,u,11.2%,x
O=C(Cc1n[nH]c(=O)c2ccccc12)OCC(=O)c1ccc2c(c1)OCCO2,-7.3%,u,6.5%,-6.0%,3.5%,-11.1%,0.9%,-18.6%
C/C(CC(=O)Nc1ccc(F)cc1)=N\NC(=O)COc1ccccc1,1.1%,2.1%,10.6%,-4.7%,2.0%,u,-4.6%,3.5%
CC(C)(CNC(=O)c1ccc(Cl)c(S(=O)(=O)N2CCc3ccccc3C2)c1)N1CCOCC1,-0.8%,u,-15.5%,i,-1.8%,-1.2%,-1.9%,-33.5%[inhibitor]
COc1ccc(-n2cc(CNCCN3CCOC3=O)c(-c3ccccc3Cl)n2)cc1,-1.5%,x,-4.5%,i,-0.4%,x,-0.3%,x
CN(c1ccccc1)S(=O)(=O)c1cccc(NC(=O)CSc2n[nH]c(N)n2)c1,-0.2%,x,-7.1%,-15.0%,-2.6%,x,-6.4%,x
Clc1ccc(SCCCN2CCCCC2)cc1,-6.1%,x,u,i,-1.2%,x,-1.1%,x
Cc1ccc(-n2cccn2)c(CN2CCCC(CNC(=O)c3ccc(F)cc3)C2)c1 (configuration not stated),1.5%,u,10.5%,i,5.5%,4.2%,11.6%,-16.8%
O=C(NCC1CCCO1)c1cccc(Oc2ccc([N+](=O)[O-])cc2Cl)c1 (configuration not stated),-0.8%,x,-2.0%,i,-4.1%,u,1.6%,-33.2%[inhibitor]
CC(Nc1nc(N2CCOCC2)nc2ccccc12)c1ccccc1 (configuration not stated),-1.1%,6.4%[9.22 µM],u,-7.5%,6.3%,u,11.7%,-17.7%
O=C(CN(Cc1ccco1)C(=O)CCC(=O)Nc1ccccn1)NCCc1ccccc1,-7.0%,-1.3%,-3.8%,-0.1%,-1.9%,u,4.0%,6.7%
COCCNC(=O)c1c[nH]n2c(=O)cc(C3CCN(C(=O)OC(C)(C)C)CC3)nc12,-0.5%,3.8%,u,-5.2%,12.2%,u,-2.9%,8.2%
Cc1ccc(-c2nn(C)c(=O)c3ccccc23)cc1S(=O)(=O)N1CCOCC1,-5.4%,3.0%,-6.3%,6.0%,4.5%,1.4%,6.1%,u
NNc1cc(C(=O)O)ccc1Cl,-4.0%,16.4%[46 µM],-7.0%,-1.0%,-3.9%,22.4µM*,-4.7%,x
O=C1/C(=C/c2cccc(O)c2)SC(=S)N1CC1CCCO1 (configuration not stated),-5.1%,x,-2.0%,4.9%,5.3%,x,-2.8%,x
O=C(Nc1ccc(Br)cc1)N1CCCCCCC1,-0.8%,5.4%,7.1%,-3.6%,-13.8%,0.3%,0.5%,0.2%
c1csc(CSc2nc3ccccc3s2)c1,-1.1%,5.3%,2.3%,i,-4.0%,u,5.3%,u
O=C(Nc1cc(Cl)ccn1)C1CCN(S(=O)(=O)c2cccs2)CC1,-0.6%,u,-0.7%,i,-4.1%,8.91µM*,7.1%,-83.4%[inhibitor]
CC(C)(C)c1ccc(C(=O)Nc2ccc(O)c3c(=O)cc(-c4ccccc4Cl)oc23)cc1,-0.1%&-1.8%,x,-0.4%,-2.6%,1.1%&-2.0%,x,-1.3%,x
CCOc1ccc2nc(C)cc(Nc3cccc([N+](=O)[O-])c3)c2c1,-1.3%,u,-10.5%,-2.5%,-1.2%,9.3%,42.7%[activator],8.4%
Cc1ccc(S(=O)(=O)NNC(=O)CCC(=O)Nc2ccc(C)c(C)c2)cc1,4.2%,-0.9%,2.2%,i,-4.0%,-5.8%,3.1%,16.2%
COc1ccc(C)cc1S(=O)(=O)N(CC(=O)Nc1cccc([N+](=O)[O-])c1)c1ccccc1,-0.9%,-5.5%,1.6%,-8.1%,-7.5%,u,-4.1%,-8.3%[1.84 µM]
C/C(CC(=O)NC1CCCCC1)=N\NC(=O)c1ccccn1,-2.7%,x,122.8%[activator],i,1.3%,4.2%,5.9%,x
